MITF primary: MITF inhibitors, primary screen, biochemical, AlphaScreen, human. AlphaScreen MITF homodimerization, bead proximity signal. inhibition, % at 2.6 µM. hit rate 0.91% among 650,000; in the data active = inhibition above about 50%;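 note: 0% = vehicle wells with protein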
GPR151 activ: activators of human GPR151, primary screen, cell-based, PathHunter beta-arrestin, luminescence. hit rate 1% among 650,000. G-protein coupled receptor 151 (Homo sapiens), Q8TDV0. PathHunter beta-arrestin GPR151 cells. activation, % at 11.2 µM; in the data active = activation above about 4.9%;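 note: 0% = median of compound wells and 100% = cells with positive control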
Target sequence (Q8TDV0 whole entry, looked up): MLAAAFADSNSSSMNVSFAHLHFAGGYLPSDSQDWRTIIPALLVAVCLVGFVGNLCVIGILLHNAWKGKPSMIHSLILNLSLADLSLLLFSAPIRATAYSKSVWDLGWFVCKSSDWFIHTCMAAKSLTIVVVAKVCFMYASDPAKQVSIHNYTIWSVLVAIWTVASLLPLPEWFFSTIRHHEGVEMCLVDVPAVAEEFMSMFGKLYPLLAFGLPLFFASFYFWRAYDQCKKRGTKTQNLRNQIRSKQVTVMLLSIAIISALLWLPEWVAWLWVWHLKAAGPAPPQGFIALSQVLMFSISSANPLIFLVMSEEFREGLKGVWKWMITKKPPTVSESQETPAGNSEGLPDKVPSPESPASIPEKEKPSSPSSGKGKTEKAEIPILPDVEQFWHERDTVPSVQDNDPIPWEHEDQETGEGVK
FBW7 activator: FBW7 E3 ligase activators, primary screen, biochemical, AlphaScreen, human. F-box/WD repeat-containing protein 7 (Homo sapiens), Q969H0. AlphaScreen FBW7–phospho-cyclin E peptide binding, activator screen. normalized activity (activation), % at 26.1 µM. hit rate 0.13% among 650,000. AID 1259310, 2017; in the data active = normalized activity above about 1.9%;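 note: purified mutant Fbw7 with reduced substrate affinity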
Target sequence (Q969H0 whole entry, looked up): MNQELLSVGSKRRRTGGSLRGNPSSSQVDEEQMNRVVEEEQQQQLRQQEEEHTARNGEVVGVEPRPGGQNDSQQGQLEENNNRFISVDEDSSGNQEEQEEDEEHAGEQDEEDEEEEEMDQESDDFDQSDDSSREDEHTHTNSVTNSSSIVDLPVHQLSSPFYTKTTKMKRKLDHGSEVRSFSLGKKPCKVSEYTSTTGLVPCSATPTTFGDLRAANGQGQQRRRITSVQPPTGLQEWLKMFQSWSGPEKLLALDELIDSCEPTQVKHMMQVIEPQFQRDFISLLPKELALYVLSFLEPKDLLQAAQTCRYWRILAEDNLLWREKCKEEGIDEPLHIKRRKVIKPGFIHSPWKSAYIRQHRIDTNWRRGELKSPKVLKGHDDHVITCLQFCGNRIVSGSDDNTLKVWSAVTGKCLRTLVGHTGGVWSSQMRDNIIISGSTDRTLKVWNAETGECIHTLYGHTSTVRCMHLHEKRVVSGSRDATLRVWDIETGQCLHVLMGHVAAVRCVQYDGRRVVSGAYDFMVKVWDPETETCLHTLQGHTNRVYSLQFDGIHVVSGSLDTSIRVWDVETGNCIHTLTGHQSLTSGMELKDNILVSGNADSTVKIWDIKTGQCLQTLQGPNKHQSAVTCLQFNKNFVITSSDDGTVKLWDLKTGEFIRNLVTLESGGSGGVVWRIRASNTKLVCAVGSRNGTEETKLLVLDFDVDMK
TEAD-YAP block: TEAD-YAP interaction inhibition, primary screen, TEAD-YAP interaction inhibitor project, luminescence, HEK-TIYL cells. TEAD-Gal4/YAP UAS-luciferase luminescence. inhibition, % at 9.12 µM. hit rate 1.4% among 640,000; in the data active = inhibition above about 32%;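 note: 0% = median of test compound wells and 100% = reference inhibitor wells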
* = called active by the depositor. Compounds were not picked by outcome (roughly 3.4% active in at least one column).

SMILES	MITF primary	GPR151 activ	FBW7 activator	TEAD-YAP block
CCN1CC=C2C(C#N)=C(N)C(C#N)(C#N)C(c3ccsc3)C2C1 (stereo unspecified)	2.0	0.9	0.0	-10.8
c1nc2nc3c(c(NCCN4CCCC4)n2n1)CCCC3	2.2	1.3	0.0	10.7
CCSc1nnc(-c2cccnc2)n1-c1ccc(Cl)c(C)c1	9.3	-0.9	-0.2	-12.0
CC(C)[C@H](NC(N)=O)C(=O)NNC(=O)c1ccc(Br)cc1	-1.5	2.0	-0.1	2.5
COc1ccc(Cc2nnc(Nc3cccc(F)c3)[nH]c2=O)cc1	-7.9	0.3	-0.3	15.5
Cc1ccc(C(c2nnnn2C(C)(C)C)N2CCC(C)CC2)cc1 (stereo unspecified)	-5.5	4.2	-0.1	-10.9
O=C(CN(CCc1ccccc1)S(=O)(=O)c1cc(Cl)ccc1Cl)NCCO	19.4	0.8	-0.1	-0.9
O=c1c2nccnc2n(Cc2cccc(Cl)c2)c(=O)n1Cc1ccccc1	18.0	1.2	0.3	-7.4
CCc1cccc(CC)c1N1C(=O)c2cccnc2C1=O	16.5	1.9	0.3	8.1
CCOc1cc(/C=C2\C=C(c3ccc(OC)cc3)OC2=O)ccc1OC(C)=O	5.1	0.8	0.1	5.2
COc1ccccc1C1C(C(C)=O)=C(O)C(=O)N1Cc1cccnc1 (stereo unspecified)	1.6	0.0	-0.1	-1.8
CCC1CN(C(=O)NCCC(=O)OC)c2ccccc2S1 (stereo unspecified)	11.4	-0.4	0.1	2.8
Cc1cc(C(F)(F)F)nn1CC(=O)Nc1sc2c(c1C#N)CCC(C)C2 (stereo unspecified)	13.6	0.3	0.3	6.5
CCOc1ccccc1C(=O)Nc1c(Cl)cccc1Cl	9.8	-0.6	0.4	4.8
COc1cc(CNCc2cccc(Br)c2)cc(OC)c1	38.9	0.8	0.1	-3.8
CCn1c(C(=O)O)c(CC(=O)Nc2cc(Cl)ccc2OC)c2ccccc21	-1.0	5.4*	-0.1	1.9
CC(=O)Nc1ccc(/C=N/NC(N)=S)cc1	-1.2	-1.8	-0.1	1.2
CN(C)c1cc(C#N)c(C#N)cc1[N+](=O)[O-]	-7.5	-1.1	-0.1	-6.2
CCN(CC)C(=O)c1sc2nc(-c3ccc(OC)cc3)cn2c1C	-4.7	-1.2	-0.2	-66.9
COc1cc(-c2ccc(C(=O)NCc3ccco3)c(N(C)C)n2)cc(OC)c1OC	7.1	-0.3	0.0	6.4
C=C(C)Cn1c(=S)[nH]c2ccc(I)cc2c1=O	-22.3	-0.1	0.2	-2.2
CC(C)(C)c1ccc(S(=O)(=O)N2CCC(n3c(=O)[nH]c4ccccc43)CC2)cc1	6.4	-1.7	0.0	0.3
CCCNC(=O)C1=CC(c2ccc(OC)c(OC)c2)=NS(=O)(=O)N1C	5.5	3.3	-0.3	19.1
COc1ccc(Cl)cc1S(=O)(=O)Nc1ccc2c(c1)CCCN2C(=O)c1ccccc1	-1.2	2.2	0.0	-4.7
COc1ccc(C2CC(=O)C3=C(C2)NC(C)=C(C#N)C3c2ccc(OC(C)=O)c(OC)c2)cc1 (stereo unspecified)	-4.7	-0.1	0.0	11.2
COC(=O)C(C)n1c(Cc2ccccc2)nc2ccccc21 (stereo unspecified)	9.7	-0.9	0.1	8.5
CSc1nc2c(sc(=S)n2-c2ccc(C)cc2C)c(=O)n1-c1ccccc1C	-12.0	1.1	-0.1	-3.9
CC1CCCCC12NC(=O)N(CC(=O)OCc1c(F)cccc1Cl)C2=O (stereo unspecified)	-0.2	4.7	-0.1	11.0
CCCCC(=O)NC(=S)Nc1ccc(C(=O)O)c(Cl)c1	-2.6	-0.2	0.0	2.2
COc1ccccc1C1C(C(=O)Nc2ccccc2)=C(C)Nc2nc(CCCO)nn21 (stereo unspecified)	1.9	-0.5	-0.1	1.3
O=C(CNC(=O)c1ccccc1)NC1(C(=O)NC2CCCCC2)CCCCC1	-2.6	0.0	0.6	-0.8
Cc1ccc(C2=NNC3(S2)C(=O)Nc2ccc(C)cc23)cc1 (stereo unspecified)	3.8	-0.2	-0.1	-28.4
COc1cccc(NC(=O)CSc2nc3cccnc3n2-c2ccccc2OC)c1	14.9	0.1	0.3	-1.2
Cc1cccc(OCc2nnc(SCC(=O)N3CCC(C)CC3)n2C)c1	2.5	0.6	0.0	1.5
COc1ccc(C2C(C(=O)Nc3cccc(C)n3)=C(C)NC3=C2C(=O)CC(C)(C)C3)c(OC)c1 (stereo unspecified)	17.4	-0.2	0.3	-1.2
COc1ccccc1OCCOc1ccc(F)cc1	-23.2	-0.3	0.0	-22.9
COc1ccc(C(=O)Nn2c(SCC(=O)N3CCC(C)CC3)nc3ccccc3c2=O)cc1	7.1	1.4	0.2	82.4*
CCN(CC)C(=O)c1c(NC(=O)c2ccccc2Cl)sc2c1CCCC2	15.2	-1.3	0.0	2.0
Cc1nc2cc(NC(=O)c3ccc([N+](=O)[O-])s3)ccc2s1	-2.4	0.7	-0.1	-32.5
COc1ccccc1C1NC(=O)NC(C)=C1C(=O)OC1CCCC1 (stereo unspecified)	0.8	0.6	0.0	0.0
CCC(=O)Oc1ccc2c(c1)OC1(OC(C)=O)OC(C)CC1=C2C (stereo unspecified)	4.2	-0.9	-0.1	4.0
COc1ccc(CC(=O)Nc2ccccc2C(=O)NCC(C)C)cc1	-6.3	0.5	-0.1	-10.1
O=C(NC1CCN(Cc2ccccc2)CC1)c1ccc2nc(NCCN3CCOCC3)sc2c1	9.8	4.0	0.2	-0.1
O=C(NN1C(=O)C2CCCCC2C1=O)c1ccc(Cl)c(Cl)c1 (stereo unspecified)	6.4	0.1	0.2	6.4
Cc1cc(C)c(S(=O)(=O)Nc2cc3c4c(oc3c3ccccc23)CC(C)(C)CC4=O)c(C)c1	9.8	-2.0	0.4	10.1

Whole records, quoted from the list.
C=C(C)Cn1c(=S)[nH]c2ccc(I)cc2c1=O is listed with MITF primary = -22.3; GPR151 activ = -0.1; FBW7 activator = 0.2; TEAD-YAP block = -2.2
O=C(NC1CCN(Cc2ccccc2)CC1)c1ccc2nc(NCCN3CCOCC3)sc2c1 is listed with MITF primary = 9.8; GPR151 activ = 4.0; FBW7 activator = 0.2; TEAD-YAP block = -0.1
CSc1nc2c(sc(=S)n2-c2ccc(C)cc2C)c(=O)n1-c1ccccc1C is listed with MITF primary = -12.0; GPR151 activ = 1.1; FBW7 activator = -0.1; TEAD-YAP block = -3.9

The results go on:
SMILES	MITF primary	GPR151 activ	FBW7 activator	TEAD-YAP block
N=c1ncn(CC(O)CO)c2nc(NCCO)[nH]c12 (stereo unspecified)	1.4	1.6	-0.1	6.3
C=CCN1CCN(C(c2ccccc2)c2nnnn2C2CCCC2)CC1 (stereo unspecified)	15.3	-0.3	1.9*	-2.6
CC(=O)c1ccc(N=Nc2c(O)[nH]c(=O)[nH]c2=O)cc1	-134.7	-2.1	0.4	12.8
Cc1cc2ncn(CC(O)COc3ccc4ccccc4c3Br)c2cc1C (stereo unspecified)	5.2	-1.3	0.1	-2.2
CC(C)N1C(=S)SC(C)(C)C1n1oc(=O)n(-c2cccc(Cl)c2)c1=O (stereo unspecified)	6.2	0.1	0.0	4.1
C#CCOc1ccc(C=C2C(=O)N(C)C(=S)N(C)C2=O)cc1	-2.9	1.7	-0.3	1.3
O=C(c1cccc2ccccc12)N1CCN(C/C=C/c2ccccc2)CC1	12.1	-1.0	-0.2	1.2
O=C1c2ccccc2-c2onc3c(Cl)cc(O)c1c23	11.8	3.1	-0.4	2.5
CC1=C(C(=O)OCc2ccc([N+](=O)[O-])cc2)C(c2ccc(O)cc2)n2nnnc2N1 (stereo unspecified)	-4.8	-0.4	-0.2	-7.7
CCCCCN(CCCCC)C1=CC(=O)OC12CCCCC2	-3.2	-0.6	0.0	21.8
Cc1ccc(S(=O)(=O)Nc2cc(Cl)c(O)cc2C)cc1	16.0	0.9	0.1	-1.0
CS(=O)(=O)N(CC(=O)NCc1ccncc1)C1CCCCC1	7.9	-0.4	0.2	1.9
CCOc1ccc2[nH]c(=O)c(C(c3nnnn3CCOC)N3CCCCCC3)cc2c1 (stereo unspecified)	-1.3	0.6	0.0	2.2
CC(=O)c1cccc(N(CC(=O)NC2CC3CCC2C3)S(C)(=O)=O)c1 (stereo unspecified)	0.8	1.0	-0.3	-4.1
C(=N/n1cnnc1)/c1c[nH]c2ccccc12	-4.7	1.6	-0.2	-4.8
O=C(NCc1ccc2c(c1)OCO2)c1ccc(Oc2ccccc2)cc1	22.6	1.0	0.3	3.0
Nc1cccc(-c2nc(NC3CCN(Cc4ccccc4)CC3)c3[nH]cnc3n2)c1	4.2	4.0	0.0	-3.2
CCc1c(C)sc(NC(NC(C)=O)(C(F)(F)F)C(F)(F)F)c1C#N	5.5	1.2	0.2	12.4
CCc1ccc2c(c1)c1nnc(SCC(=O)O)nc1n2C	6.0	-0.1	-0.3	0.7
CCN(CC)S(=O)(=O)c1ccc(Cc2ccc(S(=O)(=O)N(CC)CC)cc2)cc1	0.9	-1.3	-0.1	0.1
O=c1c2ccccc2cnn1Cc1cccc(Br)c1	7.3	0.0	0.0	-14.8
CC(C)(C)CC(=O)Nc1nnc(SCC(=O)NC2CCCCC2)s1	1.6	-0.3	0.2	-9.4
O=C(NCCOc1ccccc1)c1ccnc(Nc2ccncc2)c1	8.3	0.0	0.1	3.3
COc1ccc(C(=O)N2CCCc3ccccc32)cc1I	-4.0	1.9	0.2	-4.6
Cc1ccc(Cl)cc1-n1ncc2c(N3CCCC3)ncnc21	11.9	-0.3	-0.1	2.7
Cc1cccc(C(=O)N2CCC(n3nccc3NC(=O)CCOc3ccccc3)CC2)n1	7.7	0.1	0.0	-5.9
COc1ccccc1C1CC(=O)C2=C(C1)NC(C)=C(C(=O)OC(C)C)C2c1ccc(OC(C)=O)cc1 (stereo unspecified)	6.4	-1.1	0.1	9.8
CC(NC(=O)c1ccco1)c1nnc2n1CCN(Cc1c(F)ccc(F)c1F)CC2 (stereo unspecified)	-4.3	-0.4	0.0	-4.6
Cc1ccc(C)c(CN2CCc3nnc(C(NS(C)(=O)=O)C(C)C)n3CC2)c1 (stereo unspecified)	3.9	2.6	0.1	-6.9
CN(Cc1ccccc1)C(=O)C1CCC(Cn2c(=S)[nH]c3ccccc3c2=O)CC1 (stereo unspecified)	-2.3	0.0	-0.1	-7.0
Fc1cccc(Cl)c1Cn1nnc2c(NCc3ccncc3)ncnc21	2.9	0.8	-0.1	14.6
CCCn1c(N)c(C(=O)CSc2nc(N)cc(=O)[nH]2)c(=O)n(C)c1=O	-11.4	-1.4	-0.2	0.8
O=C(Nc1cccc(Cl)c1)c1ccc2c(=O)n(C3CCCCC3)c(SCc3cccc(Cl)c3)nc2c1	-4.7	-1.3	0.0	-11.2
Cc1ccn2cc(CNS(=O)(=O)c3ccccc3)nc2c1	7.0	-0.9	-0.2	-9.6
O=S(=O)(NCc1ccsc1)c1ccc(N2CCOCC2)nc1	6.7	0.7	0.2	4.1
COC(=O)c1ccc(SC2CCCCC2)c([N+](=O)[O-])c1	21.0	-2.0	-0.2	6.9
COc1cc(NC(=O)c2cccc(-n3cc(Nc4nncn4-c4ccccc4)cn3)c2)ccc1N1CCOCC1	3.9	-1.9	0.3	4.1
O=C(NCc1nnc(-c2ccccc2)o1)c1cc(Cc2ccc3c(c2)OCO3)no1	3.2	1.8	-0.1	10.3
CC1CCC(NC(=O)c2cc(Sc3ccccc3Cl)nc3ccccc23)CC1 (stereo unspecified)	-2.7	-0.6	-0.2	-25.9
COC(=O)CNC(=O)Cn1c(=O)cnc2ccccc21	17.3	-0.1	0.6	-5.7
Cc1ccc(CN(Cc2cc3cc(C)ccc3n3nnnc23)C(=O)C2CC2)cc1	19.3	1.0	0.1	-8.1
COc1ccc(-n2nnnc2Cc2nnnn2-c2ccc(OC)cc2)cc1	2.2	-0.4	-0.1	3.2
O=c1cncc(-c2ccc([N+](=O)[O-])cc2)n1-c1ccccc1	-9.9	0.1	-0.1	-3.5
O=C(Nc1ccc(-c2nc3ccccc3o2)cc1)c1ccc(Cl)cc1Cl	12.3	-0.9	0.5	7.9
COC(=O)c1cc(NC(=S)Nc2ccccn2)cc(C(=O)OC)c1	-6.3	-0.1	0.1	5.0

Reformatted: entries from further up.
Molecule,MITF primary,GPR151 activ,FBW7 activator,TEAD-YAP block
COc1cc(NC(=O)c2cccc(-n3cc(Nc4nncn4-c4ccccc4)cn3)c2)ccc1N1CCOCC1,3.9,-1.9,0.3,4.1
O=C(NCc1nnc(-c2ccccc2)o1)c1cc(Cc2ccc3c(c2)OCO3)no1,3.2,1.8,-0.1,10.3

Next section
SMILES	MITF primary	GPR151 activ	FBW7 activator	TEAD-YAP block
O=C(NC1CC1)c1ccnc(N2CCN(c3ccccn3)CC2)c1	-4.6	-0.4	0.1	-17.1
CCOC(CNC(=O)c1cc2c(s1)CSC2)OCC	4.5	-0.9	-0.1	0.6
Cc1ccc(S(=O)(=O)NCC(=O)OCC(=O)c2cc(C)n(CC(F)(F)F)c2C)cc1	15.6	-1.6	0.0	-4.9
Nc1ccc(CN2CCCCCC2)cc1	5.9	-1.1	-0.2	2.9
COC(=O)c1ccc(NC(=O)CN2C(=O)CSC2=O)cc1	2.5	-0.9	-0.1	-6.8
Cc1[nH]nc(SCC(=O)N2CCC(C)CC2)c1[N+](=O)[O-]	-5.2	-1.2	-0.2	-15.1
C=CCSc1nc2c(c(=O)[nH]c(=O)n2C)n1Cc1ccc(C)cc1	-0.2	-0.1	-0.1	-5.3
CCCCNS(=O)(=O)c1ccc(Cl)cc1	9.9	0.6	0.3	0.1
